High-throughput results as filed in PubChem BioAssay.
AmpC detergent: qHTS Inhibitors of AmpC Beta-Lactamase (assay with detergent); P00811; AmpC hydrolysis of nitrocefin, absorbance 480 nm, 0.01% Triton; Potency, µM (doses to about 114 µM), for inactives: top-dose activity change, negative = inhibition, most hits filed as inhibitors; hit rate 0.041% among 370,000; AID 485294, 2010;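 also: potency is read from the fitted curve at half-maximal effect; 0% = no-compound wells and -100% = no-enzyme wells; nearly all actives have a fitted effect of over 25% in size; some results filed as inactive show a strong effect at the top dose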
Target sequence (P00811 whole entry, looked up): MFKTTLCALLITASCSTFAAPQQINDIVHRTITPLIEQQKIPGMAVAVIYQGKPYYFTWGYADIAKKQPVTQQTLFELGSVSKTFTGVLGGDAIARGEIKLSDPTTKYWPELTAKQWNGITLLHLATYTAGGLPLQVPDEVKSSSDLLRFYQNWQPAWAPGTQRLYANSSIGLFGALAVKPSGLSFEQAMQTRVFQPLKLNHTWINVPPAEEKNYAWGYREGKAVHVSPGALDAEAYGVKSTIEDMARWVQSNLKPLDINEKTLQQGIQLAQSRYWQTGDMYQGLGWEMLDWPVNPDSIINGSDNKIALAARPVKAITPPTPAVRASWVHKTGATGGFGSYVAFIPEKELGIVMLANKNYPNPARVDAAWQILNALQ
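AmpC (5.3 nM in the dispensed reagent) in 20 mM phosphate pH 7.0 with 0.01% (detergent screen) or 0.0001% Triton X-100 was preincubated with compounds for 15 min at room temperature. Nitrocefin was then added from an 800 uM solution, and hydrolysis was followed at 480 nm.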
AmpC no deterg: qHTS Inhibitors of AmpC Beta-Lactamase (assay without detergent); P00811; AmpC nitrocefin hydrolysis, absorbance 480 nm, 0.0001% Triton; Potency, µM (highest dose often 57.1 µM), for inactives: top-dose activity change, negative = inhibition, hits mostly inhibitors; hit rate 0.52% among 330,000; AID 485341, 2010;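 also: potency is read from the fitted curve at half-maximal effect; plate controls were no compound for no effect and no enzyme for full effect; nearly all actives have a fitted effect of over 20% in size; some results filed as inactive show a strong effect at the top dose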
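AmpC (5.3 nM in the dispensed reagent) in 20 mM phosphate pH 7.0 with 0.01% (detergent screen) or 0.0001% Triton X-100 was preincubated with compounds for 15 min at room temperature. Nitrocefin was then added from an 800 uM solution, and hydrolysis was followed at 480 nm.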
Giardia FBPA inh: qHTS Assay for Inhibitors of Fructose-1,6-bisphosphate Aldolase from Giardia Lamblia; hit rate 0.71% among 290,000; Potency, µM (highest dose often 59.6 µM), inactives show at the top dose activity, negative = inhibition, most hits filed as inhibitors; purified Giardia FBPA; AID 2451, 2010; A8B2U2; also: potency is read from the fitted curve at half-maximal effect; % is scaled to controls: 0 for no effect and ±100 for the full control effect; nearly all actives have a fitted effect of over 55% in size
Target sequence (A8B2U2 whole entry, looked up): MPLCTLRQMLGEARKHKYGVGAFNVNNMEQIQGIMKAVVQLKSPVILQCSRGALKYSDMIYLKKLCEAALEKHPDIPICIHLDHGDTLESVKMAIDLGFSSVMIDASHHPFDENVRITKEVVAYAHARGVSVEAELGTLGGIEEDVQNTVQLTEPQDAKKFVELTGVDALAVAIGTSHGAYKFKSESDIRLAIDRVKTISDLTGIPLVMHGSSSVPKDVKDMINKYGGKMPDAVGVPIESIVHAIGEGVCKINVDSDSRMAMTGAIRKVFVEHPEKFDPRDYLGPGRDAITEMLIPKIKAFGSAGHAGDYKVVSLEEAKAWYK
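40 nM FBPA preincubated 10 min at RT with compound (up to 57.5 uM final), then substrate plus GAPDH/TPI/NAD/arsenate coupling and diaphorase/resazurin added. Fluorescence read after 20 min at RT, 525/598 nm.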
AMA1-RON2 inh: qHTS for Inhibitors of AMA1-RON; Towards Development of Antimalarial Drug Lead: Primary Screen. Potency, µM (titrated, usually from 58.2 µM), without a hit: top-dose activity change, negative = inhibition, hits mostly inhibitors. hit rate 0.2% among 360,000. AID 720542, 2013. AlphaScreen AMA1-biotinylated RON2 peptide binding. Plasmodium falciparum AMA1 (3D7) - RON2 peptide interaction;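 also: potency is read from the fitted curve at half-maximal effect; 0% = vehicle wells and -100% = peptide control; nearly all actives have a fitted effect of over 45% in size; some results filed as inactive show a strong effect at the top dose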
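AMA1 (3D7) with his tag at 25 nM final met compounds first, then biotinylated RON2 peptide at 25 nM; detection used donor plus acceptor beads, 10 µg/mL apiece, read by AlphaScreen after 30 min at room temperature.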
HCMV inh: qHTS Assay for inhibitors of the human cytomegalovirus (HCMV) | HFF cells, HCMV-luciferase reporter, 72 h; stronger effect = lower value | activity change, negative = inhibition, % at 57.5 µM | hit rate 4.5% among 410,000 | AID 1259415, 2018; in the data active = activity change below about -60%; inconclusive = no clear call, values can overlap the other calls; inactive = above about -39%; also: % is scaled to controls: 0 for no effect and ±100 for the full control effect
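Screen run at 2 compound doses on HFFs infected with reporter HCMV, MOI 1 PFU/cell. Luciferase activity from cell lysates at 72 h post infection gave inhibition relative to buffer-only and Salinomycin wells.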
Shiga toxin inh: A qHTS for Small Molecule Inhibitors of Shiga Toxin. Vero cells, Shiga toxin protein synthesis inhibition reporter. inhibition, % at 38.7 µM. hit rate 9.2% among 290,000. AID 2315, 2010; in the data active = inhibition mostly above about 28%, no sharp cut-off; inactive = mostly below about 43%; also: 0% is about no effect
Cycloheximide cs: Cycloheximide Counterscreen for Small Molecule Inhibitors of Shiga Toxin; hit rate 12% among 300,000; cell reporter, cycloheximide protein synthesis inhibition counterscreen; AID 2314, 2010; max response, %; in the data active = max response mostly above about 13%, no sharp cut-off; inactive = mostly below about 14%; also: read at 38.3 µM for the half of the compounds with a filed dose; 0% is about no effect
* marks the source's active call; other numbers are inactive results; ? = inconclusive; / = not tested or not shown; & = joins results of further samples; [ ] = dose if it differs, or a comment. Unless noted, calls follow the shape of the dose curve; as a rule, active = well fitted curve in the direction sought with a large enough effect; inconclusive = small, poorly fitted or top-dose-only effect, or another doubt; inactive = no such curve, though single readings can be large; an effect the other way counts as inactive or inconclusive.

SMILES | AmpC detergent | AmpC no deterg | Giardia FBPA inh | AMA1-RON2 inh | HCMV inh | Shiga toxin inh | Cycloheximide cs
C=CCNC(=O)/C(C#N)=C/c1c(N2CC(C)OC(C)C2)nc2ccccn2c1=O (stereo unspecified) | 3% | -3% | 3% | -23% | ? | -12 | -6
CCOP(=O)(OCC)C(Nc1ccc(F)cc1)c1ccccc1 (stereo unspecified) | -9% | 58% | 8% | -1% | -14 | 2 | -2
Cc1ccc(NC(=O)CSc2nnc(-c3ccco3)o2)cc1 | ? | -29% | -13% | -8% | -14 | -6 | -2
O=C(NC1CC1)C1CCN(C2CCN(C(=O)CSc3ccccc3)CC2)CC1 | 7% | 6% | 1% | -2% | 10 | 2 | -1
O=C1C2C3C=CC(C3)C2C(=O)N1c1cccc2ccccc12 (stereo unspecified) | 3% | -3% | 7% | -13% | / | -3 | -1
Cc1ccccc1N1CC(C(=O)O)CC1=O (stereo unspecified) | 6% | 137%[activator] | -2% | -3% | -85* | 10 | 14
O=C(N/N=C/c1ccc(N2CCOCC2)o1)c1cccc(F)c1 | 5% | -2% | -28% | 96%[activator] | 53 | 85* | 34*
Cc1c(Cl)c([N+](=O)[O-])nn1CCCC(=O)Nc1cccc(O)c1 | -11% | -4% | -1% | -6% | -9 | -3 | 7
COc1ccc(CCNC(=O)CCCn2c(SCC(N)=O)nc3cc4c(cc3c2=O)OCO4)cc1OC | -5%&13% | -2%[11.4 µM] | 7% | / | -29&6 | -17 | -4
Cc1ccc(NC(=O)Nc2cc(Cl)ccc2C2COC(=O)C2=N)cc1 (stereo unspecified) | -3% | -12% | 3% | 14% | 30 | -11 | 6
Cc1cc(C(=O)Cn2cncn2)c(C)n1CCc1ccc(F)cc1 | 2% | 2% | 0% | -2% | -36 | 1 | 0
Cc1ccc(-c2ccc(CCC(=O)O)n2NC(=O)c2ccco2)cc1 | -4% | -6% | -1% | -7% | 18 | 17 | 4
COc1ccc(CCNC(=O)CN2CCC(C(N)=O)CC2)cc1 | -8% | 2% | 0% | 7% | 13 | -15 | 3
COc1ccc(NC(=O)c2cc(-c3cccnc3)nc3ccc(C)cc23)cc1OC | -9% | 6% | / | 10% | -17 | -8 | -5
Cc1ccc(NC(=O)CSc2nnc3ccc(-c4cccnc4)nn23)cc1 | -14% | -6% | / | 15% | -34 | / | /
CCC(Sc1nc2ccccc2s1)C(=O)Nc1cc(C)on1 (stereo unspecified) | -4% | -32% | 3% | 1% | 9 | 4 | 1
CCCCNC(=O)CCCCCn1c(=O)[nH]c2cc(OC)c(OC)cc2c1=O | 1% | -12% | 5% | -8% | 66 | 24 | 2
CCCCN(C(=O)c1cccc(S(=O)(=O)N2CCN(C)CC2)c1)c1c(N)n(CCCC)c(=O)[nH]c1=O | ? | -19% | / | -9% | -9 | / | /
O=C(N/N=C/c1ccc([N+](=O)[O-])o1)c1ccc(NS(=O)(=O)c2cccs2)cc1 | -2% | -43% | -7% | -17% | -33 | -9 | -1
CCn1cc([N+](=O)[O-])c(C(=O)Nc2c(C)nn(Cc3cccc(F)c3)c2C)n1 | 1% | -35% | 3% | 12% | -26 | -2 | -5
ONC(=Nc1ccc(Cl)cc1)c1ccccc1Cl | ? | -33% | 1% | 47%[activator] | -38 | -3 | -1
CC(OC(=O)c1ccc(NC(=O)CC#N)cc1)C(=O)NC(=O)NC1CCCCC1 (stereo unspecified) | -13% | -20% | 12% | 5% | 6 | 14 | -2
COC(=O)c1c(-c2ccc(OC)cc2)oc2ccccc12 | -10% | -6% | 4% | 75%[activator] | -6 | -7 | -2
CCc1ccc(CNC(=O)C2CC(=O)N(C3CCCC3)C2)cc1 (stereo unspecified) | 9% | 44% | -4% | -2% | 0 | -9 | -7
CCSc1nc2sc3c(c2c(=O)n1-c1ccc(C)cc1)CCN(C)C3 | -2% | 119%[activator] | -21% | 0% | -26 | -6 | -2
Cc1c(F)cccc1NS(=O)(=O)c1ccc2c(c1)c(=O)n(C)c(=O)n2C | -10% | -33% | 6% | 0% | ? | -10 | -9
O=C(O)c1c[nH]c2c(C(F)(F)F)cccc2c1=O | 1% | -16% | -10% | 35% | 2 | -16 | -1
CSCCC(NC(=O)c1ccco1)C(=O)N1CC(C)OC(C)C1 (stereo unspecified) | 2% | -16% | / | 3% | 1 | / | /
CCN(CC)S(=O)(=O)c1ccc(NC(=O)c2cccc3c2C(=O)N(CCOC)C3)cc1 | 0% | -13% | -4% | 4% | -14 | 33 | 6
CCc1cc2c(NCc3ccccc3)nc(C)nc2s1 | -8% | -39% | ? | -7% | -84* | -4 | -3
CCC(C(=O)NC1CC(C)(C)NC(C)(C)C1)c1ccccc1 (stereo unspecified) | ? | 0% | 6% | 31%[activator] | 11 | / | -5
CCOC(=O)C1CCN(C(=O)c2cccc(S(=O)(=O)NCc3ccccc3)c2)CC1 | 0% | -1% | / | -1% | 0 | / | /
CCCCOc1ccc(N(CC(=O)NC(C)(C)CC)C(=O)CCC(=O)Nc2ccccn2)cc1 | 0% | 130%[activator] | 0% | -8% | 53 | -10 | 3
CN(c1ccccc1)S(=O)(=O)c1cc(C(=O)Nc2nc3ccccc3[nH]2)ccc1Cl | -12% | -33% | 16% | 50%[activator] | -61* | 55 | 17*
CC(=O)NCCc1cnc[nH]1 | -7% | -16% | ? | -9% | 26 | -1 | -2
COc1ccc(-n2c(C)cc(C(=O)Cn3nnc4ccccc4c3=O)c2C)cc1 | -16% | -7% | -11% | -11% | ? | 18 | 15*
CCOCCCNC(=S)N1CCN(Cc2ccco2)CC1 | -12% | -5% | ? | -21% | -9 | 18 | 8
C=CCn1c(SCC(=O)NCC2CCCO2)nc2scc(-c3ccc(OC)cc3)c2c1=O (stereo unspecified) | 2% | -8% | -5% | 2% | -23 | -9 | -4
O=c1[nH]c(=O)n(CC2CCCO2)c(O)c1/C=C1\C=Nc2ccccc21 (stereo unspecified) | 7%&-1% | -28%&-16% | -5%&0% | 2%&0% | 49&29 | 14&10 | -2&2
COc1cc(C(=O)NCCCCc2ccccc2)cc(OC)c1OC | ? | 15% | 3% | 0% | 34 | -11 | -1
O=C(CCSCCc1ccccn1)Nc1cc(F)ccc1F | -2%&-11% | -17% | -15% | 4% | 0&0 | -3 | -2
Cc1[nH]nc2nc(SCC(=O)NCCC3=CCCCC3)n(-c3ccc(Br)cc3)c(=N)c12 | -14% | 22% | 7% | 4% | -78* | -9 | -3
Cc1c(C(=O)NCCn2ccc3ccccc32)cccc1[N+](=O)[O-] | -3% | 1% | 3% | -3% | -19 | -4 | 4
O=C(CC(C(=O)O)P(=O)(c1ccccc1)c1ccccc1)c1ccccc1 (stereo unspecified) | 10% | -6% | 7% | -5% | -23 | 4 | 2
COc1ccc(COCC(O)CN2CCCC(C(F)(F)F)C2)cc1 (stereo unspecified) | -6% | 8% | 11µM* | / | -17 | -5 | -5
O=C1/C(=C/c2ccco2)SC(=S)N1CC1CCCO1 (stereo unspecified) | 10% | -32% | ? | ? | ? | 63* | 26*
O=C(NNC(=O)c1cc(Cl)ccc1O)c1cccc(S(=O)(=O)N2CCOCC2)c1 | -18% | -22% | / | 61%[activator] | -5 | / | /
CC1=C(C)CC(C(=O)NNC(=O)c2cccc(Cl)c2)C(C(=O)O)C1 (stereo unspecified) | -12% | -25% | 19% | -4%[2.32 µM] | -37 | 50* | 37*
Cc1ccc(NC(=O)C2CCCN(c3cnccn3)C2)c(C)c1 (stereo unspecified) | -5%&-2% | 0% | / | -7% | -10&6 | -9 | -4
CN(C(=O)COC(=O)c1cn(-c2ccccc2)nc1-c1ccccc1)C1CCS(=O)(=O)C1 (stereo unspecified) | 2% | 222%[activator] | -2% | 21% | -10 | 8 | 9
COc1ccccc1CNC(=O)c1cc(C(C)C)nc2ccccc12 | -8% | 24% | 17% | 6% | 4 | -3 | -5
C/C(=N/Oc1nc(C)cc(C)n1)c1ccc(Br)cc1 | 2% | 21% | -20% | -7% | 0 | 39 | 11
CCCC(=O)Nc1c2c(nn1-c1ccc([N+](=O)[O-])cc1)CS(=O)(=O)C2 | 6% | -7% | 5% | -2% | -24 | 3 | -1
COc1ccccc1OCC(=O)NC1CCSc2ccccc21 (stereo unspecified) | ? | -13% | / | 21% | -26 | / | /
CC(=O)c1ccc(NC(=O)N2CCCC(C(=O)c3ccc4c(c3)OCO4)C2)cc1 (stereo unspecified) | 1% | -36% | 2% | 5% | 16 | 53* | 16*
CC(=O)N1CCN(S(=O)(=O)c2cccc(C(=O)NCc3ccc(F)cc3)c2)CC1 | / | 7% | / | 3% | -30 | / | /
CCC/C=C1/CCCOC(C(=O)NCCOC)(C(F)(F)F)C1 (stereo unspecified) | / | / | 5% | / | / | -3 | 19
Cc1csc(CNc2ncnc3ccc(-c4ccc5c(c4)OCCO5)cc23)c1 | ? | -32%&-23% | / | / | 8 | / | /
COCCCN(CC(=O)Nc1ccc(N2CCOCC2)cc1)S(=O)(=O)c1ccccc1 | -10% | 6% | 5% | -8% | ? | -8 | -2
COc1ccc(CC(=O)NC(C)c2nnc(SCCOc3ccc(OC)cc3)n2C)cc1 (stereo unspecified) | 1% | 69%[activator] | -1% | 0% | -30 | -14 | -3

Overlap with the part before: three compounds, followed by the next part.
SMILES | AmpC detergent | AmpC no deterg | Giardia FBPA inh | AMA1-RON2 inh | HCMV inh | Shiga toxin inh | Cycloheximide cs
Cc1csc(CNc2ncnc3ccc(-c4ccc5c(c4)OCCO5)cc23)c1 | ? | -32%&-23% | / | / | 8 | / | /
COCCCN(CC(=O)Nc1ccc(N2CCOCC2)cc1)S(=O)(=O)c1ccccc1 | -10% | 6% | 5% | -8% | ? | -8 | -2
COc1ccc(CC(=O)NC(C)c2nnc(SCCOc3ccc(OC)cc3)n2C)cc1 (stereo unspecified) | 1% | 69%[activator] | -1% | 0% | -30 | -14 | -3
O=C(c1cncc(Br)c1)N1CCCc2ccccc21 | -10% | -14% | 4% | 12% | 15 | -27 | 3
CCCC(=O)Nc1nc(C)c(-c2csc(Nc3ccc(Cl)cc3)n2)s1 | 1% | -27% | -7% | 73%[activator] | -37 | 9 | -1
COc1ccccc1N1CCN(C(=O)Cc2cccs2)CC1 | -3% | 0% | ? | 9% | 54 | 15 | 1
CCN(CC)S(=O)(=O)c1cc(NS(=O)(=O)c2c(Cl)cccc2Cl)ccc1C | 0% | -9% | 0% | -6% | 2 | 15 | 4
